Bioassay records deposited in PubChem by several laboratories.
AddAB inh: less growth of phage-infected E. coli with AddAB. E. coli expressing H. pylori AddAB, absorbance growth. inhibition, % at 11.9 µM. actives 0.29% (n = 330,000); in the data active = inhibition above about 12%;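 also: 0% = vehicle wells of infected cells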
phage Ecoli inh: E. coli growth loss with phage present. growth absorbance. inhibition, % at 11.9 µM. actives 0.26% (n = 360,000). AID 651602; in the data active = inhibition above about 11%
DAGLB inh: diacylglycerol lipase beta (human) inhibition; Q8NCG7; HEK293T DAGLB membrane lysate, EnzChek fluorogenic substrate; inhibition, % at 5.17 µM; actives 0.059% (n = 340,000); AID 504411; in the data active = inhibition above about 34%;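 also: 0% = enzyme with vehicle and 100% = wells lacking enzyme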
Target sequence (Q8NCG7 whole entry, looked up): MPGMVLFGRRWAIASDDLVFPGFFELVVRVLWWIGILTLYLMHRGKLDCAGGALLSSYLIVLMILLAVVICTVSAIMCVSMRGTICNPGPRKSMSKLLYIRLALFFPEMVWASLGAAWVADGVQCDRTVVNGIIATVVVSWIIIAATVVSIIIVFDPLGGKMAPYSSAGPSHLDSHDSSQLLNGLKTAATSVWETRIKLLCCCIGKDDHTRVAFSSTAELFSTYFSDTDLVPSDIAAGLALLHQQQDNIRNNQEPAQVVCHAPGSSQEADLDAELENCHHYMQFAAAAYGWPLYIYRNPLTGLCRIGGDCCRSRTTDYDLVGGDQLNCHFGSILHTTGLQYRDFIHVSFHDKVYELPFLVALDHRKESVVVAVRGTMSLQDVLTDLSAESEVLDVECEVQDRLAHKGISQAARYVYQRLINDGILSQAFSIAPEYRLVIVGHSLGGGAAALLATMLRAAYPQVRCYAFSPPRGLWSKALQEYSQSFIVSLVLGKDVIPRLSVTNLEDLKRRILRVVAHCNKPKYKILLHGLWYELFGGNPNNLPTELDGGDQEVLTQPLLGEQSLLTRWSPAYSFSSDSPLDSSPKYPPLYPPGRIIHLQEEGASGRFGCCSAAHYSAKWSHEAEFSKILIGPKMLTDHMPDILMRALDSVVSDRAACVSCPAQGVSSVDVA
CAL PDZ inh: human CAL PDZ-peptide interaction inhibition; Q9HD26; purified CAL PDZ, TMR-peptide fluorescence polarization, 1 h; inhibition, % at 20 µM; actives 0.02% (n = 330,000); AID 504414;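 active = highest replicate inhibition of at least 40%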;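 also: plate controls were DMSO neutral control wells for no effect and unlabeled competitor peptide control wells for full effect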
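Read-out basis: mP drop reported as inhibition | Assay system: Tagged CAL PDZ protein CerCALP, purified | Benchmarks: Unlabelled peptide for full inhibition, DMSO wells as neutral | Schedule: 1 h incubation at room temperature before polarization reading | Buffer or medium: Sodium phosphate/NaCl buffer pH 7.4 with TCEP, IgG, Thesit | Doses: Single point, 20 µM | Measured by: Fluorescence polarization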
PfHsp90 yeast 2: growth inhibition of yeast expressing Plasmodium Hsp90 | inhibition, % at 9.4 µM | S. cerevisiae expressing PfHsp90, BacTiter-Glo ATP, 48 h; yeast lacking PDR1 and PDR3 efflux regulators | AID 504621 | actives 0.32% (n = 310,000);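 active = every replicate shows inhibition above about 80%, whatever the replicate mean, limit read from the data; inconclusive = mean inhibition reaches the set limit but some replicate falls short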;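 also: 0% = DMSO neutral controls and 100% = 20 µM radicicol positive controls; yeast relying on Plasmodium falciparum Hsp90 in place of its own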
Tat transport: E. coli Tat transport inhibition; E. coli MC4100 TorA-mCherry Tat export, fluorescence; inhibition, % at 10 µM; actives 0.036% (n = 340,000); AID 488895;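 active = mean replicate inhibition at least 50% and at least half of replicates individually reaching 50%; inconclusive = only one of the two criteria met; inactive = neither criterion met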;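 also: exported cargo escapes ClpAP degradation while cytoplasmic cargo is degraded and loses fluorescence; 0% = median of neutral control wells and 100% = median of NaSCN control wells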
Rtt109 HAT inh: C. albicans Rtt109 histone acetyltransferase inhibition | purified Rtt109/Vps75, ThioGlo CoA-SH fluorescence, 4 h | AID 540336 | inhibition, % at 34.9 µM | actives 0.16% (n = 330,000) | Q5AAJ8;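 active = inhibition of at least 50% in every replicate; inconclusive = best replicate reaches 50% inhibition but some replicates fall short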
Target sequence (Q5AAJ8 whole entry, looked up): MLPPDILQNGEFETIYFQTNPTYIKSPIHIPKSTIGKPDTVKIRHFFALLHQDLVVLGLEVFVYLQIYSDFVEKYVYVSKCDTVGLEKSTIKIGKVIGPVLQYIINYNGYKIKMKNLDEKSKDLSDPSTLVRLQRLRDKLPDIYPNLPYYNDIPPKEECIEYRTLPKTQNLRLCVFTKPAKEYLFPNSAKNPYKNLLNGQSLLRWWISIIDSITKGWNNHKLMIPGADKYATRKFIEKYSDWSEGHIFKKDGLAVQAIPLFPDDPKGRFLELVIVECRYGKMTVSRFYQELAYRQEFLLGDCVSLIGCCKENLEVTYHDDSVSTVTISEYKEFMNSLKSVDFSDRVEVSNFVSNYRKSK
Wnt act: activates Wnt/beta-catenin signaling in a reporter cell assay; activator, plate reader; activation, % at 9.35 µM; actives 1.2% (n = 300,000); in the data active = activation above about 30%, passing the limit was not always enough; inconclusive = no clear call, values can overlap the other calls;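 also: 0% = neutral control wells and 100% = positive control wells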
E coli growth: reduces bacterial viability in AddAB counter-screen | E. coli V3065 growth, OD600 absorbance, 18 h | inhibition, % at 11.9 µM | actives 0.27% (n = 330,000) | AID 449728;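 active = inhibition above the campaign's mean inhibition across all tested compounds plus 3 SD, cut at about 9.9% in these data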;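 also: uninfected addAB+ strain grown without phage in ampicillin broth; 0% = DMSO wells and 100% = ciprofloxacin 0.95 µg/ml wells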
PvdQ acylase: blocks Pseudomonas aeruginosa PvdQ acylase activity | purified PvdQ acylase, fluorescence plate reader | AID 488965 | inhibition, % at 10 µM | actives 0.063% (n = 340,000); in the data active = inhibition above about 30%, passing the limit was not always enough; inconclusive = no clear call, values can overlap the other calls;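 also: 0% = vehicle neutral wells and 100% = reference inhibitor wells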
* marks the source's active call; other numbers are inactive results; ? = inconclusive; . = not tested or not shown.

SMILES	AddAB inh	phage Ecoli inh	DAGLB inh	CAL PDZ inh	PfHsp90 yeast 2	Tat transport	Rtt109 HAT inh	Wnt act	E coli growth	PvdQ acylase
O=C1c2ccccc2C(=O)N1Cc1cc(-c2ccccc2)no1	5.6	1.2	-2	-2.2	6	-4	-1	-6	3.9	-6
CC1CN(C(=O)COC(=O)c2cc(S(N)(=O)=O)c(Cl)cc2Cl)CC(C)O1 (configuration not stated)	2.1	-1.4	0	-1.9	1	0	0	-2	0.8	-6
CCCCOCCCNC(=O)Cc1ccccc1OC	2.1	0.8	1	-2.6	2	-11	1	.	-0.1	6
Nc1nc(N)c2c(ccc3nccc32)[nH]1	93*	96*	-1	-2.0	-2	11	-2	-2	95*	-4
CN1CCN(C2CCN(c3cccc(Cl)c3)CC2)CC1CCO (configuration not stated)	.	-0.7	-4	0.7	3	-1	-9	-6	.	-15
CCCOc1cccc(-c2nnc(N)s2)c1	2.0	2.4	-2	-2.3	-20	5	0	.	2.4	-16
O=C(Nc1nnc(SCc2ccccn2)s1)C1CC(=O)N(c2ccccc2)C1 (configuration not stated)	0.0	2.3	0	-2.3	-15	8	-4	2	-1.6	-10
Cc1cc(C(=O)Nc2cccc(C)c2C)n(-c2ccccc2)n1	1.1	-1.7	-6	-0.1	-20	4	-5	6	1.2	-8
Cc1cc(NC(=O)c2c(Cl)cnn2C)no1	4.0	1.3	0	-0.2	-23	-10	4	0	-2.7	-5
COc1ccc(C2CC(=O)N(CC(=O)NCC3CCCO3)c3ccccc3S2)cc1OC (configuration not stated)	-0.2	0.5	-1	-2.3	.	-5	-15	-8	1.8	20
COc1ccc2nc(-c3cccc(N)c3)[nH]c2c1	1.2	0.2	1	0.7	12	3	-3	3	-1.1	-6
O=C(c1ccccc1)C(c1ccccc1)c1ccccc1	2.4	2.5	-6	32	6	13	-9	-1	-0.5	-14
CNC(=O)NC(=O)CSc1ncc(C(F)(F)F)cc1Cl	-1.1	2.0	-3	.	.	-4	-2	.	1.0	-1
CCOc1ccc(C(c2c(C)n(C)n(-c3ccccc3)c2=O)c2c(C)n(C)n(-c3ccccc3)c2=O)c(O)c1	5.4	-2.6	-6	-1.3	24	-4	-1	-1	-0.8	-3
CCN(C(=O)CSc1nc2ccccc2[nH]1)C1CCS(=O)(=O)C1 (configuration not stated)	0.7	2.9	-1	-1.2	-5	-2	-6	3	-1.3	-10
Cc1cc(C)c(OCC(=O)OCC(=O)NC2CCCCCCC2)c(C)c1	1.2	0.7	-11	-2.0	0	-9	3	-1	0.2	6
CCOC(=O)N1CCC2(CC1)C(C#N)=C(N)Oc1c2c(C)nn1-c1cccc(Cl)c1	3.0	0.4	9	-0.3	15	-2	3	-1	0.1	7
Cc1ccc(C)c(OCCn2cc(/C=C(\C#N)C(=O)NCc3ccco3)c3ccccc32)c1	-0.4	2.7	1	0.5	24	-4	-21	2	-2.2	-10
O=C(CNC(=O)c1ccco1)OCC(=O)c1cccc2ccccc12	3.5	3.6	0	-0.3	0	1	12	.	0.8	-9
COc1ccc(C2CC(=O)C(C=NCCCO)=C(O)C2)cc1 (configuration not stated)	-0.2	0.4	-3	-0.4	-12	-6	-2	-4	0.6	-5
COc1cc2c(cc1OC)C(COc1ccc(C(C)C)cc1)NCC2 (configuration not stated)	1.7	0.8	-2	-3.3	-11	-14	-2	0	0.8	-12
Cc1ccc(CN(CC(=O)NCC2CCCO2)S(=O)(=O)c2ccc(C)cc2)cc1 (configuration not stated)	2.5	-1.5	0	-2.8	4	-4	-6	1	-1.6	-1
OCC[C@@H]1C[C@H](O)[C@@H](O)[C@@]2(CCc3ccccc3CO2)O1	3.7	0.2	-6	-1.4	-9	11	8	-3	-0.7	5
COc1ccc(/C=N/NC(=O)c2cccnc2)c(C(=O)O)c1OC	-2.0	-0.1	1	-2.3	-41	-6	-9	-9	-1.6	-11
CC(=O)NS(=O)(=O)c1ccc(NC(=O)c2ccc(NC(=O)c3cccs3)cc2)cc1	1.0	-0.5	-3	-1.8	.	-2	-6	-2	1.4	2
CCOc1ncccc1C(=O)OCC(=O)c1cccs1	1.4	2.5	0	-0.5	2	-6	3	1	0.8	-13
CCCc1nc2ccccc2n1CC(O)COc1ccc(NC(C)=O)cc1 (configuration not stated)	-0.9	3.0	-1	-2.8	0	0	-4	-8	-3.2	-12
CCSCCOC(=O)C1=C(C)NC(=O)NC1c1cc(OC)ccc1OC (configuration not stated)	0.9	0.5	3	.	3	-2	-17	.	-2.8	-8
O=C(Cn1ccc(C(F)(F)F)n1)Nc1ccc(S(=O)(=O)NCc2ccco2)cc1	2.7	1.6	-3	-1.9	19	?	8	.	-0.3	-2
CC(C)c1ccccc1NC(=O)COC(=O)Cc1ccsc1	2.4	2.5	-2	0.0	20	2	9	-5	-0.3	-6
CCn1c(=O)c(C(=O)NNC(=O)c2ccccc2)c(O)c2ccccc21	4.4	5.8	8	-1.0	-3	6	-3	2	2.6	-4
O=C(Cn1nnc2ccccc21)N/N=C\C=C\c1ccccc1	1.0	-0.1	-2	0.4	.	-11	-9	2	-1.3	13
O=C(Cc1c(F)cccc1Cl)OCC(=O)N1CCc2ccccc21	0.8	1.7	-3	-0.2	.	2	0	-3	-1.8	-1
CN(Cc1nc(-c2cccnc2)no1)S(=O)(=O)c1ccc2ccccc2c1	0.8	0.2	-1	.	.	0	-5	.	-1.3	-1
Nn1c(SCC(=O)Nc2ccccc2)nnc(Cc2ccccc2)c1=O	3.5	4.1	2	-2.8	-10	-5	16	-5	-1.2	-1
COc1ccc(F)cc1C(=O)C1CCCN(Cc2cccn2-c2ccccn2)C1 (configuration not stated)	-0.5	3.6	0	-0.9	14	10	1	-2	-3.4	3
O=C1C(=O)N(CCN2CCOCC2)C(c2ccc(F)cc2)/C1=C(/O)c1ccc(S(=O)(=O)N2CCOCC2)cc1 (configuration not stated)	3.9	-3.9	0	-0.4	-8	-9	10	0	-4.2	-10
COC(=O)Nc1sc2c(c1C(=O)NCc1ccco1)CCCC2	0.6	0.6	1	-2.5	8	2	-6	.	-0.2	-14
Cc1c(CCC(=O)O)c(=O)oc2cc3occ(C(C)(C)C)c3cc12	1.2	1.7	1	-3.5	7	1	38	6	0.9	9
COc1cccc(CNC(=O)CCNS(=O)(=O)c2ccc3c(c2)CC(C)N3C(C)=O)c1 (configuration not stated)	2.7	-0.6	2	-2.1	-1	7	-10	-2	-3.0	-4
Cc1cccc2sc(N(CCCN(C)C)C(=O)c3ccc(S(=O)(=O)N4CCc5ccccc5C4)cc3)nc12	2.1	6.0	-4	-1.9	-30	-2	17	-3	-2.0	-8
CCOC(=O)Cc1csc(NS(=O)(=O)c2ccc(NC(C)=O)cc2)n1	.	2.9	1	-2.5	-10	6	-5	4	.	-10
CC(=O)c1ccc(NC(=O)c2noc3c2CCCCC3)cc1	0.8	3.2	-3	.	.	3	6	.	-1.3	10
Cc1ccc(Cn2nc(C)cc2C(=O)Nc2ccccc2Cl)cc1	2.3	1.8	-13	-0.9	5	2	-4	18	0.2	-20
CCCCC(=O)Nc1ncc2c(n1)CC(C)(C)CC2=O	3.1	3.1	0	-0.1	0	3	-3	.	1.9	-14
Cc1cc2c(cc1C)C(=O)C(=O)N2	.	2.2	1	0.9	-29	-6	-6	-1	.	-20
CCC(C(=O)NC1CCCCC1)n1c(SCc2ccc(F)cc2)nc2ccncc21 (configuration not stated)	0.5	3.1	-1	-0.6	-4	-13	7	-20	2.3	-11
Cc1cc2c(s1)CCCCC(=O)N2	-0.7	2.5	2	-1.3	-2	0	-5	0	-0.8	-14
Cc1nc(C)c(C(=O)N2CCCC(C(=O)c3ccc4ccccc4c3)C2)s1 (configuration not stated)	-0.3	0.2	-5	-3.3	-6	-3	-9	-2	0.2	5
c1cc(C2CCCCC2)ccc1Oc1nc(N2CCOCC2)nc(N2CCOCC2)n1	1.2	-0.9	4	.	-72	-4	-10	-1	0.5	-16
COc1cccc(CN2C(=O)c3ccccc3C2C(=O)NCC2CCCO2)c1 (configuration not stated)	0.5	0.2	2	0.1	.	2	-7	-7	-0.2	-5
Oc1ccccc1CN1CCN(C(O)(c2ccccc2)c2ccccc2)CC1	0.1	-0.6	0	-0.3	21	-5	3	3	2.5	-14
CCCCN(C(=O)c1ccc(C)c(S(=O)(=O)N2CCOCC2)c1)c1c(N)n(CC(C)C)c(=O)[nH]c1=O	1.7	1.8	2	0.7	.	-3	6	0	0.2	7
CN(Cc1ccccc1)C(=O)CCC1CCN(S(=O)(=O)N(C)C)CC1	-0.3	1.2	-2	-27	13	-2	11	-2	1.3	9
O=C(CN1C(=O)c2ccccc2C1=O)c1ccc(F)cc1	-1.0	0.2	1	-2.4	5	3	-3	17	-0.5	-6
CS(=O)(=O)c1ccccc1C(=O)N(CCC1=CCCCC1)c1c(N)n(Cc2ccccc2)c(=O)[nH]c1=O	-1.1	-0.7	1	-3.2	.	2	2	4	-1.1	-13
O=S(=O)(Nc1nc(CN2CCOCC2)nc2sc3c(c12)CCCC3)c1cc(F)ccc1F	0.5	0.4	3	-2.2	-11	-5	2	.	-1.4	-10
Cn1nnc(NC(=O)C(c2ccccc2)c2ccccc2)n1	0.0	3.3	-4	-1.4	.	-3	6	40*	1.2	2
COc1ccc(S(=O)(=O)N2CCCC2C(=O)NCC(=O)Nc2cccc(Cl)c2C)cc1 (configuration not stated)	5.4	2.8	0	-3.7	-6	-1	4	0	0.6	-8
CCOc1ccc(C(=O)C2CCN(CC(=O)Nc3ccccc3N3CCOCC3)CC2)cc1	-1.4	0.8	-3	-2.0	-12	9	15	.	-0.1	5

phage Ecoli inh, hit marks shown above
smiles,AddAB inh,phage Ecoli inh,DAGLB inh,CAL PDZ inh,Tat transport,Rtt109 HAT inh,Wnt act,PvdQ acylase
Nc1nc(N)c2c(ccc3nccc32)[nH]1,93*,96*,-1,-2.0,11,-2,-2,-4

(cont.)
SMILES	AddAB inh	phage Ecoli inh	DAGLB inh	CAL PDZ inh	PfHsp90 yeast 2	Tat transport	Rtt109 HAT inh	Wnt act	E coli growth	PvdQ acylase
O=S(=O)(c1ccccc1)N1CCN(C(=S)Nc2ccc(Br)cc2)CC1	.	1.3	-1	-3.3	-15	-8	-18	-1	.	-12
O=C(COC(=O)/C=C/c1ccccc1)Nc1cccnc1Cl	0.5	4.9	-5	-1.3	8	6	-5	4	-0.7	-18
Cc1cc(Oc2ccc(=O)n(C)n2)nc(Oc2ccc(=O)[nH]n2)n1	0.2	0.4	-5	0.0	-7	-4	-8	.	1.9	-13
O=C(NC1CCCC1)c1cc(-c2ccccc2Cl)on1	2.3	1.8	-9	-2.5	10	2	-6	?	0.1	-9
Cn1ccnc1SCC(=O)Nc1cc(C(F)(F)F)ccc1N1CCOCC1	1.3	-0.1	-1	-0.4	-10	-4	13	.	0.5	12
CC(C)CNC(=O)Cn1nc(C(F)(F)F)c2c1CCCC2	0.7	5.0	2	0.2	7	8	3	?	0.8	-15
